Screens from PubChem.
TRHR enhancer: TRH receptor (human) allosteric enhancement. TRHR cells, fluo-8 calcium fluorescence, EC20 TRH enhancement. P34981. AID 493056. hit rate 0.66% among 360,000. enhancement, % at 2 µM; in the data active means enhancement above about 30%; further: 0% is about no effect
Target sequence (P34981 whole entry, looked up): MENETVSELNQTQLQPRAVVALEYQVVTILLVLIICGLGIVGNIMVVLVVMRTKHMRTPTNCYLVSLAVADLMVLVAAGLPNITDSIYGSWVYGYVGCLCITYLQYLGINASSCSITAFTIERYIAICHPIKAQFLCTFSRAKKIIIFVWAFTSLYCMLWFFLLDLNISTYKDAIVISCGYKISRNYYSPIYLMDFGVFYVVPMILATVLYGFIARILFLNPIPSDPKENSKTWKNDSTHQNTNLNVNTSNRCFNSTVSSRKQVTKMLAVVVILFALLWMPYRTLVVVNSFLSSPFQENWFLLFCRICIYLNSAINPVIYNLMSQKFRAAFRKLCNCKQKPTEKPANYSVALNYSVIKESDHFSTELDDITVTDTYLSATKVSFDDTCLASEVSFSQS
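Enhancer read-out: after compound pinning and an initial kinetic agonist-mode read, an EC20 of TRH (10 nM final) was injected and fluo-8 calcium signal (Ex 480/Em 530) followed at 1 s/cycle for 100 cycles in TRHR-expressing cells.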
D2 agonist: D2 dopamine receptor (human) agonism. P14416. HEK293 T-REx D2 cells, calcium flux agonist mode. activation, % at 2 µM. hit rate 0.53% among 340,000;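 active means activation over 3 SD above normal in the single-dose calcium agonist read, cut at about 30% in these data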; further: 0% is about no effect
Target sequence (P14416 whole entry, looked up): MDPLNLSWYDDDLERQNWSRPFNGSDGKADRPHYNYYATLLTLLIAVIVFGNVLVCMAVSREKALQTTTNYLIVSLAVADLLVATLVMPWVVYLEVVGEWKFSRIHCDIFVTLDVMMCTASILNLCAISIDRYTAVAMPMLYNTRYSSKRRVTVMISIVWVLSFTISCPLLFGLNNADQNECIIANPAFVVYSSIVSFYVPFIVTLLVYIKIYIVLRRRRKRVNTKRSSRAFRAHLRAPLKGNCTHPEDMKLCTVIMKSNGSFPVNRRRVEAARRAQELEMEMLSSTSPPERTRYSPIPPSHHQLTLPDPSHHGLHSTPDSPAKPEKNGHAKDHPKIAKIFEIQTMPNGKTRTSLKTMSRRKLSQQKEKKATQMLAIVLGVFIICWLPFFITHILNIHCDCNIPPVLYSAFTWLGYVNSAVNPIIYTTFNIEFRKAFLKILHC
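Agonism scored from kinetic calcium signal (1 read/sec, 180 s) following compound pin transfer, after a 10 s baseline. Cells: HEK293 Trex line expressing inducible D2 receptor coupled to calcium, dye-loaded after overnight culture at 30 C.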
mIDH1 inhibitor: inhibitors of human mutant IDH1 R132H | IDH1-R132H enzyme, NADPH consumption, diaphorase/resazurin fluorescence | hit rate 0.093% among 390,000 | O75874 | Potency, µM (top dose mostly 76.6 µM), without a hit: at the top dose activity change, negative = inhibition, hits mostly inhibitors; further: potency means the concentration at half of the fitted maximal effect; on the % scale 0 is the no-effect control and ±100 the full control effect; nearly all actives have a fitted effect of over 65% in size
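IDH1-R132H (0.5 ug/mL) preincubated 30 min with compound, then NADPH (0.016 mM) and alpha-KG (2 mM) added; 80 min at RT, pH 7.5. Remaining NADPH coupled via diaphorase/resazurin to fluorescence (540/590 nm); concentration-response curves normalized to no-enzyme control.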
rTrxR1 inhibitor: blocks rat thioredoxin reductase 1; O89049; recombinant rTrxR1, NADPH fluorescence consumption, selenite substrate; Potency, µM (titrated, usually from 114 µM), for inactives: at the highest dose activity change, negative = inhibition, hits mostly inhibitors; hit rate 1% among 390,000; further: potency means the concentration at half of the fitted maximal effect; on the % scale 0 is the no-effect control and ±100 the full control effect; nearly all actives have a fitted effect of over 65% in size
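Rat TrxR1 (90 nM in the dispensed reagent) was pre-reduced with 400 uM NADPH for 5 min at room temperature, then incubated with compound for 15 min. After 400 uM selenite was added, NADPH fluorescence (Ex 340/Em 450 nm) was followed for 8 min.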
TRHR ag: activates the human TRH receptor | P34981 | TRHR cells, calcium flux fluo-8, FDSS agonist mode | activation, % at 2 µM | hit rate 0.18% among 360,000 | AID 493084; in the data active means activation above about 30%; further: 0% is about no effect
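Agonist-mode FDSS calcium read (Ex 480/Em 530, 1 s cycles) in 1536-well TRHR cells with fluo-8 dye, after 10-cycle baseline and 23 nL compound addition; TRH at EC20 (10 nM final) added afterwards for the enhancer phase.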
USP1-UAF1 inh: USP1/UAF1 (human) deubiquitinase inhibition; recombinant USP1/UAF1, Ub-Rhodamine cleavage fluorescence; AID 743255; hit rate 0.23% among 390,000; Potency, µM (titrated, usually from 57.1 µM), for inactives: at the highest dose activity change, negative = inhibition, hits mostly inhibitors; further: potency means the concentration at half of the fitted maximal effect; on the % scale 0 is the no-effect control and ±100 the full control effect; nearly all actives have a fitted effect of over 60% in size; inactives centre near -12
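High-throughput fluorogenic screen: 1nM USP1/UAF1 complex, Ub-Rho substrate 150nM final, 50mM HEPES pH 7.8 with 0.5mM EDTA, 0.1 mg/ml BSA, 1mM TCEP and 0.01% Tween-20.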
TrxR1 substrate: substrates of rat thioredoxin reductase 1; O89049; purified TrxR1 substrate turnover, NADPH consumption readout; Potency, µM (series often up to 114 µM), inactives show at the highest dose activity change, negative = substrate turnover; hit rate 0.01% among 390,000; AID 588456; further: potency means the concentration at half of the fitted maximal effect; on the % scale 0 is the no-effect control and ±100 the full control effect; nearly all actives have a fitted effect of over 50% in size
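Rat TrxR1, dispensed at 90 nM, was prereduced with 400 uM NADPH (final) for 5 min at ~22 deg C, then incubated with compound 15 min before 400 uM selenite. A first-read NADPH fluorescence drop versus no-compound background flagged substrates.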
Pin1 inhibitor: blocks the human prolyl isomerase Pin1; Potency, µM (top dose mostly 115 µM), inactives show at the highest dose activity, negative = inhibition, actives largely listed as inhibitors; hit rate 0.009% among 390,000; Pin1 FP peptide displacement, HiFluor488, 10 min; Q13526; AID 504891; active means well fitted inhibition curve with a large enough effect in the polarisation, with a control signal flat, not every such curve was filed as active; inconclusive means small, poorly fitted or top-dose-only effect, or effect the other way, or a change in a side signal; inactive means no such curve, though single readings can be large or run the other way; the % refers to the polarisation; further: potency means the concentration at half of the fitted maximal effect; on the % scale 0 is the no-effect control and ±100 the full control effect
Target sequence (Q13526 whole entry, looked up): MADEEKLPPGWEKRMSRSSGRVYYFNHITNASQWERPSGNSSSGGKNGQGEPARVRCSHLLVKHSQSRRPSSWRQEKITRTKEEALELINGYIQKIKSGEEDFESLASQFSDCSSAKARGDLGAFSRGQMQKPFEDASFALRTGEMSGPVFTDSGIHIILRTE
D2 antagonist: antagonizes the human D2 dopamine receptor; inhibition, % at 10 µM; HEK293 TREx D2 cells, calcium flux, dopamine EC80; hit rate 2% among 340,000; in the data active means inhibition above about 30%; further: 0% is about no effect
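HEK293 T-REx D2 cells, tet-induced, calcium dye no-wash. Cpd pintool add, 180 s kinetic, then EC80 DA, 180 s kinetic. Ca flux read.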
* = called active by the depositor; ? = inconclusive; . = not tested or not shown; & = joins results of further samples; [ ] = remark or other dose. Unless noted, the call rests on the fitted dose curve; in most records, active means well fitted inhibition curve with a large enough effect; inconclusive means small, poorly fitted or top-dose-only effect; inactive means no such curve, though single readings can be large or run the other way. A portion of the library. The share of hits here may be higher or lower than overall.

Every second line gives: TRHR enhancer | D2 agonist | mIDH1 inhibitor | rTrxR1 inhibitor | TRHR ag | USP1-UAF1 inh | TrxR1 substrate | Pin1 inhibitor | D2 antagonist
> CCCC(c1nnnn1C(C)(C)CC)N(Cc1ccco1)Cc1cc2ccc(OC)cc2[nH]c1=O (configuration not stated)
    2 | 0.5 | -6% | -25% | 0.1 | -25% | 6% | 21% | -4
> CN(Cc1ccccc1)C(=O)c1cccc(NC(=O)Cc2ccc(NC(=O)C3CCN(C(=O)CCc4ccccc4)CC3)cc2)c1
    . | . | -10% | 22% | . | -31% | 5% | 53%[activator] | .
> CN(C)/C(CN1CCN(C=O)CC1)=C1\N=C(c2ccccc2)OC1=O
    . | . | 2% | ? | . | -14% | -11%[57.1 µM] | 8% | .
> Cc1cccc(N2CCN(C(=O)c3cc(S(=O)(=O)N(C)C)ccc3N3CCCC3)CC2)c1C
    -3 | -0.5 | -8% | 16%[57.1 µM] | 0.1 | -16% | 5%[57.1 µM] | 10% | -21
> CCC(c1ccc(O)c(O)c1)C(CC)c1ccc(O)c(O)c1 (configuration not stated)
    . | . | -10% | 7.9µM* | . | -12% | 5% | 4% | .
> COc1cc(C2C(C#N)=C(N)Oc3cc(C)oc(=O)c32)ccc1OC(=O)N1CCOCC1 (configuration not stated)
    -10 | 0.5 | 0% | 1% | 0.7 | -11% | -1% | 1% | -22
> O=C(Nc1ccc(Cl)cc1)N1CCCN(c2ccc(C(F)(F)F)cc2[N+](=O)[O-])CC1
    -9 | 0.9 | 0% | 8%[57.1 µM] | 0.5 | -22% | 0%[57.1 µM] | 4% | 3
> CCCC(C(=O)NCc1ccco1)N(C(=O)CNS(=O)(=O)c1ccccc1)c1ccccc1OC (configuration not stated)
    -2 | -0.9 | 13% | 6%[57.1 µM] | -1.2 | -19% | -6%[57.1 µM] | 0% | 12
> O=C(CSc1nnc(CNC(=O)c2ccco2)o1)c1ccccc1
    12 | -1.7 | 0% | -17% | -0.7 | -13% | 0% | -9% | -19
> COc1ccc(OC)c(NC(=O)CSc2nc3ccccc3c(=O)n2CCC(=O)NC2CCCCC2)c1
    3 | 3.8 | 16% | 13%[57.1 µM] | 0.4 | -26% | 1%[57.1 µM] | -3% | .
> Cc1cccc(C(=O)NC(NCc2ccco2)C(Cl)(Cl)Cl)c1 (configuration not stated)
    -3 | -0.1 | 4% | 4% | -0.4 | -18% | 2% | 0% | -8
> NC(=O)NC(CC(=O)OCC(=O)NC(=O)NCc1ccco1)c1ccc(Cl)cc1 (configuration not stated)
    17 | -0.5 | 1% | -4%[57.1 µM] | -0.5 | -9% | 11%[57.1 µM] | 4% | -4
> O=C(c1ccc(Cn2c(=O)[nH]c3ccccc3c2=O)cc1)N1CCN(c2ccc(Cl)cc2)CC1
    1 | 1.4 | -1% | -2% | 0.5 | -11% | -5% | ? | -3
> CCOCCOC(=O)NCCCCCCNC(=O)OCCOCC
    2 | -1.0 | -14% | 20% | -0.7 | -10% | -8% | -7% | -10
> Cc1ccc(-n2c(=O)c3c(c4cc(C)ccc4n3C)n(CC(=O)N3CCCC3)c2=O)cc1
    -3 | 0.3 | 17% | 148%[activator] | 0.1 | -21% | 253%[activator] | -2% | .
> Cc1cc(Nc2ccccc2)n(C(=O)c2ccc(N)cc2)n1
    -2 | 1.2 | -2% | -7%[57.1 µM] | 0.2 | -4% | 0%[57.1 µM] | -14% | 5
> COc1cc(S(=O)(=O)Nc2cccc(C)c2)ccc1N=Cc1c(C)[nH]n(-c2ccccc2)c1=O
    -2 | 0.0 | . | . | 0.6 | . | . | . | -26
> CC(C)(C)c1cc[n+](/C(C(=S)NC2CC2)=C(/[O-])c2ccc(Cl)s2)cc1
    -4 | -0.7 | 5% | -9% | -0.2 | -10% | -7% | -2% | 10
> COc1ccc(N(CC(=O)Nc2cc(Cl)ccc2OC)S(=O)(=O)c2c(C)noc2C)cc1
    11 | . | 1% | 14%[57.1 µM] | 0.1 | -22% | 3%[57.1 µM] | 9% | .
> COc1ccc2oc(C(=O)N3CCN(S(=O)(=O)c4ccc(F)cc4)CC3)c(C)c2c1
    . | . | 0% | -4%[2.29 µM] | . | -26% | -4%[2.29 µM] | 17% | .
> COC(=O)c1ccccc1NC(=O)c1cc2n(n1)C(C(F)F)CC(C(F)F)N2 (configuration not stated)
    6 | 0.2 | 3% | 12%[57.1 µM] | 0.1 | 1% | 3%[57.1 µM] | -9% | -8
> COc1ccc(OCCCC(=O)Nc2cccc([N+](=O)[O-])c2)cc1
    -1 | -1.8 | 4% | -5% | -0.3 | -15% | -1% | 0% | -5
> Cc1[nH]c(C)c(S(=O)(=O)Nc2cccc(Cl)c2C)c1C(=O)N1CCCCC1
    -5 | 0.3 | -4% | 2% | -0.1 | -9% | -8% | -9% | 2
> COc1ccc(OC)c(N(CC(=O)O)S(=O)(=O)c2ccc(OC)c(OC)c2)c1
    5 | 1.7 | 2% | 17% | 0.5 | -12% | -4% | 10% | 12
> COC(=O)c1ccc(S(=O)(=O)N2CCC(O)CC2)n1C
    2 | 1.1 | -11% | 7% | 0.1 | -21% | 0% | 0% | -8
> CC(C)(C)NC(=O)CSc1nnc(-c2ccccn2)n1-c1ccccc1
    2 | -1.0 | 15% | 2% | -0.2 | -15% | 3% | -1% | -16
> Cc1ccc2cc(CCNS(=O)(=O)c3ccc(Br)cc3)c(=O)[nH]c2c1C
    1 | 0.4 | -1% | 12%[57.1 µM] | 0.1 | -8% | 10%[57.1 µM] | 3% | -1
> CCOc1cc(N2CCOCC2)c(OCC)cc1NC(=O)c1nn(CC)c(=O)c2ccccc12
    8 | 0.2 | 8% | -1% | 0.3 | -23% | -14% | -3% | 8
> CC(=O)Nc1cccc(Nc2nc(-c3ccccc3F)nc3ccccc23)c1
    -17 | -1.1 | 4% | -1% | 0.4 | -7% | -2% | 1% | -3
> CC(=O)c1cccc(NC(=O)Nc2ccc3c(c2)N(C)C(=O)CS3)c1
    -7 | 0.4 | 6% | -6% | -0.1 | -22% | -3%[57.1 µM] | 11% | -11

Compound profiles (already shown). Screens in order: TRHR enhancer, D2 agonist, mIDH1 inhibitor, rTrxR1 inhibitor, TRHR ag, USP1-UAF1 inh, TrxR1 substrate, Pin1 inhibitor, D2 antagonist
Results for COc1ccc(OCCCC(=O)Nc2cccc([N+](=O)[O-])c2)cc1 : -1, -1.8, 4%, -5%, -0.3, -15%, -1%, 0%, -5
Results for CN(Cc1ccccc1)C(=O)c1cccc(NC(=O)Cc2ccc(NC(=O)C3CCN(C(=O)CCc4ccccc4)CC3)cc2)c1 : ., ., -10%, 22%, ., -31%, 5%, 53%[activator], .
Results for NC(=O)NC(CC(=O)OCC(=O)NC(=O)NCc1ccco1)c1ccc(Cl)cc1 (configuration not stated) : 17, -0.5, 1%, -4%[57.1 µM], -0.5, -9%, 11%[57.1 µM], 4%, -4
Results for Cc1cccc(C(=O)NC(NCc2ccco2)C(Cl)(Cl)Cl)c1 (configuration not stated) : -3, -0.1, 4%, 4%, -0.4, -18%, 2%, 0%, -8

(continued)
Every second line gives: TRHR enhancer | D2 agonist | mIDH1 inhibitor | rTrxR1 inhibitor | TRHR ag | USP1-UAF1 inh | TrxR1 substrate | Pin1 inhibitor | D2 antagonist
> CCCCn1c(N)c(N(CC(C)C)C(=O)c2ccc(-c3ccc([N+](=O)[O-])cc3)o2)c(=O)[nH]c1=O
    0 | 0.1 | -4% | -14% | 0.4 | -8% | -4% | 37%[activator] | -30
> Cc1ccccc1N1CC(C(=O)Nc2ccc(S(=O)(=O)N3CCOCC3)cc2)CC1=O (configuration not stated)
    -4 | -0.1 | 4% | 16% | 0.1 | 6% | 2% | -8% | -10
> CC1CCCN(S(=O)(=O)c2cc3c4c(c2)CC(=O)N4CCC3)C1 (configuration not stated)
    -4 | . | -21% | 5%[57.1 µM] | 0.2 | -23% | -4%[57.1 µM] | -8% | .
> CCC(=O)c1cn(CC(=O)Nc2c(C)cccc2C)c2ccccc12
    -1 | 6.3 | 8% | 25% | 0.2 | -18% | 6% | -1% | -7
> O=C(CCn1c(=O)[nH]c2ccccc2c1=O)N1CC=C(c2ccccc2)CC1
    -1 | -0.1 | 0% | 32%[57.1 µM] | -0.3 | -7% | 4%[57.1 µM] | 7% | 15
> Cc1ccc(S(=O)(=O)c2nnn3c2nc(N(C)Cc2ccccc2)c2cc(Cl)ccc23)cc1C
    -7 | 0.0 | 0% | 158%[activator] | 0.8 | 1% | 225%[activator] | 10% | .
> COc1ccccc1/C=N/NC(=O)c1csc(C)c1C
    1 | -0.7 | 1% | 3% | -0.7 | -18% | -2% | 0% | -24
> COCCn1c(=O)[nH]c2cc(C(=O)NCCN3CCN(c4cccc(Cl)c4)CC3)ccc2c1=O
    -2 | 59* | 2% | 0%[57.1 µM] | -0.2 | -9% | 8%[57.1 µM] | -1% | 87*
> COc1ccc(CN2CCN(c3ccccn3)CC2)c(OC)c1C
    -1 | . | 0%&3% | 19%&17% | -2.1 | -12%&-5% | 0%&-1% | 3%&-4% | .
> COc1ccc(Cc2nnc(SCC(=O)c3ccc4c(c3)OCO4)o2)cc1
    -3 | -0.5 | 8% | 3% | -0.1 | -7% | 0% | 17% | 7
> Cc1sc2nc(C(C)Sc3n[nH]c(N)n3)[nH]c(=O)c2c1C (configuration not stated)
    -2 | 6.6 | . | . | 0.5 | . | . | . | -5
> Cc1nn(-c2ccccc2)c(/N=C/c2ccc(O)cc2)c1-c1ccccc1
    -8 | -0.2 | -6% | -12% | 0.0 | -24% | -4% | 3% | -7
> COc1cc(C#N)c(NC(=S)N2CCOCC2)cc1OC
    0 | 2.8 | . | . | 0.7 | . | . | . | -8
> CCOC(=O)c1cc(-c2ccccc2)sc1NC(=S)Nc1cc(C)ccn1
    -13 | 0.8 | -1% | -2% | 1.1 | -19% | -5% | -1% | 10
> CC(Oc1ccc(Cl)cc1)C(=O)N1CCCc2ccccc21 (configuration not stated)
    5 | -0.7 | -1% | 27% | -0.4 | -15% | -1% | -3% | 1
